CXCR6 inh = blocks human CXCR6 beta-arrestin recruitment | O00574 | CHO-K1 PathHunter CXCR6 beta-arrestin, luminescence | inhibition, % at 20 µM | 360,000 tested, 0.36% active; in the data active = inhibition above about 34%, passing the limit was not always enough;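 also: antagonist mode with CXCL16 agonist at 10 nM final; 0% = 10 nM CXCL16 with DMSO and 100% = unstimulated wells without agonist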
Target sequence (O00574 whole entry, looked up): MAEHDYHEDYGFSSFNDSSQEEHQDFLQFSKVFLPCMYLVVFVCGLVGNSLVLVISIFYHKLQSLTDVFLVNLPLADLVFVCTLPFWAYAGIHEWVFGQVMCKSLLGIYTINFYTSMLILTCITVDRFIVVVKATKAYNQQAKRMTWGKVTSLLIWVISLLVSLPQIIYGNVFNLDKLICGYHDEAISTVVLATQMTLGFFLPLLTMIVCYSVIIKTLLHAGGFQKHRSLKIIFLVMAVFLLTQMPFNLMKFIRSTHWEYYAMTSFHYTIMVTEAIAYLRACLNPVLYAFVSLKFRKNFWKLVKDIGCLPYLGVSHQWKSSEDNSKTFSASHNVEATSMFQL
EBI2 antag = blocks human EBI2 receptor beta-arrestin signaling. P32249. inhibition, % at 5 µM. EBI2 beta-arrestin recruitment, luminescence, 7a,25-OHC stimulated. 360,000 tested, 0.81% active. AID 651636; in the data active = inhibition above about 38%;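 also: enzyme fragment complementation signal reports receptor beta-arrestin coupling in cells; 0% = agonist plus DMSO wells and 100% = wells without agonist; some results beyond the cut were filed as inactive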
Target sequence (P32249 whole entry, looked up, the tested form may be a part): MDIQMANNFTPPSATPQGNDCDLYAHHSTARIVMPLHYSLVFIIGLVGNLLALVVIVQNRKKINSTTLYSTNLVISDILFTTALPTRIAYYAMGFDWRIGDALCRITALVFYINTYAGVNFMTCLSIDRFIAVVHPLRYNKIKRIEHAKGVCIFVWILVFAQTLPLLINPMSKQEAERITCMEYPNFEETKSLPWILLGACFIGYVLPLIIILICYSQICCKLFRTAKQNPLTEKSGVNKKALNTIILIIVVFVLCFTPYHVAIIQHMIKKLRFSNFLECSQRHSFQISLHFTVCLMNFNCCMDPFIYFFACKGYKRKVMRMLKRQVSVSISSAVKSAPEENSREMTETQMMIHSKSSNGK
* marks the source's active call; other numbers are inactive results. This is a subset; the hit share may differ from the screen's.

Each structure is followed by: CXCR6 inh, EBI2 antag
Cc1cc(Cl)ccc1C(O)c1ncc(-c2ccc(Cl)cc2)[nH]1 (stereo not given)
→ -12, 1
CC(C)(C)c1ccc(NC(=O)c2cc(C3CCCN(S(=O)(=O)c4cccc5cccnc45)C3)on2)cc1 (stereo not given)
→ -4, 6
Cc1c([N+](=O)[O-])oc2c1C(=O)NCCC2
→ -2, -2
COc1cccc(C(O)c2nc(-c3cccc(C(F)(F)F)c3)cs2)c1 (stereo not given)
→ -9, -4
Cc1ccc(CN2CCC[C@]3(N[C@H](c4ccccc4)[C@@H]4C(=O)N(C)C(=O)[C@@H]43)C2=O)cc1
→ -3, -3
CC1(C(=O)NCCc2ccccc2)Cc2c(-c3cccc(C(N)=O)c3)ccnc2O1 (stereo not given)
→ -12, -12
O=C(c1[nH]c(C(F)(F)F)nc1-c1ccccc1)N1CCN(c2c(Cl)cncc2Cl)CC1
→ 9, 2
O=C(NCc1ccc(Cl)cc1)N1CCN(C(=O)c2ccccc2)CC1
→ 4, 25
O=C1C(Sc2ccccc2)=C[C@@]2(O)CC[C@@H](O)[C@]1(Sc1ccccc1)[C@H]2O
→ -8, -5
CN(C)S(=O)(=O)c1cccc(NC(=O)COc2ccccc2C(=O)Nc2ccccc2)c1
→ -4, 14
CC(C)(C)NC(=O)C1c2ccccc2OCC(=O)N1Cc1ccccn1 (stereo not given)
→ -4, 1
CCNC(=O)C1(C)CCCN(C(=O)c2cc(-c3cccs3)oc2C)C1 (stereo not given)
→ 2, -1
O=C(Oc1ccc[nH]c1=O)C1CC1
→ 3, -7
COc1cc(/C=N/NC(=O)c2ccc3nc[nH]c3c2)cc(OC)c1OC(C)=O
→ 1, -2
CC1(Oc2ccc(F)cc2)CCN(Cc2ccccc2OC(F)F)C1 (stereo not given)
→ 5, 7
COc1ccc(CNC(=O)C2(C)Cc3c(-c4ccc(C(N)=O)cc4)ccnc3O2)cc1OC (stereo not given)
→ 5, -1
COc1ccc(NC2CCCN(C(=O)C3=NNC(=O)CC3)C2)cc1 (stereo not given)
→ 3, 0
O=C(/C=C/[C@H]1O[C@@H](n2ccc(=O)[nH]c2=O)[C@H](O)[C@@H]1O)NCc1ccccn1
→ -10, -8
O=C(OCCO)c1c(-c2ccccc2)oc2c1C(OCCO)CCC2 (stereo not given)
→ -5, -11
COCc1cccc(-c2csc(C(C)(O)c3cccc(F)c3)n2)c1 (stereo not given)
→ -7, 15

Part of the list above, with values ahead of the structure:
CXCR6 inh	EBI2 antag	Molecule
3	-7	O=C(Oc1ccc[nH]c1=O)C1CC1
1	-2	COc1cc(/C=N/NC(=O)c2ccc3nc[nH]c3c2)cc(OC)c1OC(C)=O
5	7	CC1(Oc2ccc(F)cc2)CCN(Cc2ccccc2OC(F)F)C1 (stereo not given)
5	-1	COc1ccc(CNC(=O)C2(C)Cc3c(-c4ccc(C(N)=O)cc4)ccnc3O2)cc1OC (stereo not given)
3	0	COc1ccc(NC2CCCN(C(=O)C3=NNC(=O)CC3)C2)cc1 (stereo not given)

The list goes on:
Each structure is followed by: CXCR6 inh, EBI2 antag
COCC(=O)Nc1ccc2c(c1)[C@@H]1C[C@H](CC(=O)OC)O[C@H](CO)[C@@H]1O2
→ 4, -3
CC=CCn1c(SCc2ccccc2)nc2c1c(=O)[nH]c(=O)n2C
→ 4, 2
Cc1c(NC(=O)COC(=O)c2cccc(F)c2)c(=O)n(-c2ccccc2)n1C
→ -1, -1
COC(=O)[C@]12CCCCC=C1N(CCC1=CCCCC1)C(=O)[C@H](CC(=O)N1CCN(C(=O)c3ccco3)CC1)C2
→ 2, 0
CCCn1c(C)cc(C(=O)CN2C(=O)NC3(CCCCCC3)C2=O)c1C
→ -3, 7
O=C(Cc1ccccc1F)Nc1cccc(S(=O)(=O)N2CCCCC2)c1
→ -2, -10
COC(=O)C1=C(C(=O)OC)C(C(=O)OC)N2C=CC=CC2=C1C(=O)OC (stereo not given)
→ 9, 1
O=C(NC(c1ccc(F)cc1)c1ccc2ccccc2n1)C1CCN(CCOc2ccc(Cl)cc2)CC1 (stereo not given)
→ 8, 73*
O=C1NC[C@H](CCCCN2C[C@H](Cc3ccccc3)N(CC3CCCCC3)C(=O)C2=O)N(CCC2CCCCC2)C1=O
→ 12, 2
COc1cc(F)ccc1-c1csc(C(NC(C)=O)c2cccc(F)c2)n1 (stereo not given)
→ 3, 8
CCNC(=O)C1(C)CCCN(C(=O)c2ccc(OC)c(F)c2)C1 (stereo not given)
→ -6, -8
CCCCN1C[C@H](CSC)[C@@H](CC(=O)Nc2ccc(OC)cc2)C1=O
→ 11, -5
COCCNC(=O)C1(C)CCN(Cc2csc(-c3ccc(Cl)cc3)n2)C1 (stereo not given)
→ 1, 1
CCOC1=C2[C@@H](CN(S(=O)(=O)c3ccc(C)cc3)[C@H]2c2cccc3ccccc23)[C@H]2C(=O)N(Cc3ccccc3)C(=O)[C@H]2C1
→ 0, 4
Cc1cccc(Cl)c1NC(=O)NCCCN1CCCCC1C (stereo not given)
→ 0, -2
Cc1cc(C(O)c2ncc(-c3ccccc3)[nH]2)ccc1F (stereo not given)
→ 5, 7
COc1ccc(NC(=O)CN2C(=O)NC(C)(c3ccccc3)C2=O)cn1 (stereo not given)
→ 2, 0
Cc1ccsc1CNC(=O)C1(C)CCCN1CC(C)C (stereo not given)
→ -1, 4
CCNC(=O)C1(C)CCCN(C(=O)c2cc(C)n(C(C)(C)C)n2)C1 (stereo not given)
→ -12, -15
O=C(O)c1cocc1C(=O)O
→ 1, -4

Following part:
Each structure is followed by: CXCR6 inh, EBI2 antag
COCCNc1nc(-c2ccccc2CO)c2sc(-c3ccccc3)cc2n1
→ 5, 11
CN1CCN(c2ccc(CNC(=O)C3Cc4c(-c5ccccc5)ccnc4O3)cc2)CC1 (stereo not given)
→ 6, 4
O=C(NCc1ccccc1)c1ccc(-c2cn[nH]c2)c2ccoc12
→ 9, 8
CCOC(=O)c1ccc(NC(=O)c2ncn3c2C(=O)NC[C@@H]3C)cc1
→ -17, -8
COCCCN1C(=O)C(CC(=O)NCCCN(C)C)CC(C(=O)N(C(C)C)C(C)C)=C1C (stereo not given)
→ -3, -9
CC(C)C[C@H]1CN(CCCC[C@H]2CNC(=O)C(=O)N2CC2CCCCC2)C(=O)C(=O)N1CCC1CCCCC1
→ -2, -7
Cn1c(N)c(C(=O)COC(=O)C2Cc3ccccc3CN2S(C)(=O)=O)c(=O)n(C)c1=O (stereo not given)
→ -8, 6
CC(C)c1nc(SCC(=O)N2CCCCC2)c2c(=O)n(C)c(=O)n(C)c2n1
→ 0, 3
Cc1ccccc1C(=O)NNS(=O)(=O)c1ccc(F)cc1
→ -4, 1
O=C(COC(=O)c1cc(F)c(F)cc1Cl)NC1CCCCCC1
→ -4, 8
Nc1ccc(N2N=C(N3CCCC3)CC2=O)cc1
→ -2, -11
COc1ccc(C(=O)c2ccccc2)cc1CN1CCOCC1
→ 4, -14
COc1cc(CCN=Cc2ccccc2O)c([N+](=O)[O-])cc1OC
→ -2, -9
CN1OC[C@@H]2CN(Cc3ccccc3)[C@H](c3ccc(-n4ccnc4)cc3)C[C@@H]21
→ -6, -4
O=S1(=O)CC(N2CCC(Cc3ccccc3)CC2)CN1C1CCCCC1 (stereo not given)
→ -10, -2
COCCNC(=O)c1ccc(-c2ccc(OC)cc2C)c2ccoc12
→ 2, -20
CCOC(=O)C1(C)CCN1C(=O)c1cccc(OC)c1 (stereo not given)
→ 0, 0
Cc1cc(C(=O)N2CCC2(C)C(=O)NS(=O)(=O)c2cccc(Cl)c2)nn1C (stereo not given)
→ 1, -15
CSc1ccc(Cn2c(C)c(C(=O)NCc3ccc4c(c3)OCO4)sc2=O)cc1
→ 5, 14
COc1ccc(C)cc1N1CC(C(=O)Nc2cccc(C(=O)NC3CC3)c2)CC1=O (stereo not given)
→ 4, 1

Continued:
Each structure is followed by: CXCR6 inh, EBI2 antag
COc1cc(-c2cc(NC(C)=O)c3ncc(-c4cc(OC)c(OC)c(OC)c4)n3c2)cc(OC)c1OC
→ 3, -5
COc1ccc(S(=O)(=O)N2CCC(C(=O)N[C@H](C(=O)NCc3ccccc3)C(C)C)CC2)cc1
→ 3, -11
CC(=O)Nc1cccc(-c2ccnc3c2CC(C(=O)NCc2cccc(Cl)c2)O3)c1 (stereo not given)
→ -4, 7
Cn1c2c(c(=O)n(C)c1=O)CN(Cc1ccccc1)CN2
→ -2, 1
CN(C)CCCNc1nc2cc(-c3ccccc3CO)sc2c(=O)n1C
→ -8, -9
CCOC(=O)Cc1c(-c2cccc(Br)c2)nc2c3ccccc3ccn12
→ -10, 12
COC(=O)C1CCN(C2CN(Cc3ccc(C)cc3)S(=O)(=O)C2)CC1 (stereo not given)
→ 7, 4
Cc1cn([C@H]2C[C@H](O)[C@@H](CNCc3ccccc3OCCCN3CCOCC3)O2)c(=O)[nH]c1=O
→ 0, -9
CCCCCC(=O)OCc1ccc(C2=CC(=O)CC(C)(C)C2=O)cc1
→ -6, 4
CCCCCCn1cc(CN2CC(N3CCCCC3)CS2(=O)=O)nn1 (stereo not given)
→ -1, -5
Cc1cc(NC(=O)CSCC(=O)OCC(=O)c2ccc(Br)cc2)no1
→ 5, -3
CCc1ccc(C#CC2=CC(=O)CC(C)(C)C2)cc1
→ 1, 3
Cc1cc(O)ccc1-c1ccc2nncn2c1
→ 5, -1
COc1ccc2ccccc2c1C=NN1CCCCC1
→ -1, 5
CC(C)C[C@H]1CN(CCCC[C@H]2CNC(=O)C(=O)N2CCc2ccccc2)C(=O)C(=O)N1Cc1ccccc1
→ 2, -4
COc1cc(C=C2CN(C)C(=O)C2=O)ccc1O
→ 32, 7
COc1cccc(/C=N/NC(=O)c2nnn(-c3nonc3N)c2CN(C)C2CCCCC2)c1
→ 9, -7
CCN(CC(=O)Nc1ccc(NC(C)=O)cc1)C(=O)C1(c2ccc(Cl)cc2)CCC1
→ 3, 11
CCOC(=O)CCCCCC(=O)Nc1ccc2c(c1)C(=O)N([C@H](C)CO)C[C@H](C)[C@H](CN(C)C(=O)C1CCCCC1)OCCCC[C@@H](C)O2
→ -1, -3
C/C=C/c1cccc(-c2nc(C(=O)NC3CCCC3)cc3c2[C@@H](CCO)N(S(=O)C(C)(C)C)C3)c1 (stereo not given in full)
→ 2, -12

(more compounds)
Each structure is followed by: CXCR6 inh, EBI2 antag
C[C@H]1CCCCO[C@H](CN(C)CC2CCCCC2)[C@@H](C)CN([C@@H](C)CO)C(=O)c2cc(NS(=O)(=O)c3ccccc3)ccc2O1
→ 4, 10
CC(O)(c1ccc(F)c(F)c1)c1nc(-c2ccc(F)c(Cl)c2)cs1 (stereo not given)
→ -2, 5
COc1ccc(Cl)cc1-c1cc(C(=O)NCc2cccc(C(F)(F)F)c2)[nH]n1
→ 7, 18
Cc1[nH]c2ccccc2c1C(=O)C(=O)NCc1nnnn1-c1ccc(F)c(F)c1
→ -4, -6
O=C(O)C1C=CC(C(=O)O)c2ccccc21 (stereo not given)
→ -7, -6
COc1cccc(-c2cnc3c(NC=O)cc(-c4cc(OC)c(OC)c(OC)c4)cn23)c1
→ 13, 7
C=CCn1c2c(c3ccccc31)CCC2
→ -3, -1
NC(=O)C1CCN(C(=O)c2ccc(Cl)c(S(=O)(=O)N3CCc4ccccc43)c2)CC1
→ 1, -6
CC(C)(C)CNC(=O)c1cc2c(Br)ccc(Br)c2nc1N
→ -6, 7
CCC(C(=O)NC(C)(C)C)N(Cc1ccc(OC)cc1)C(=O)c1snc(C(N)=O)c1N (stereo not given)
→ 7, -2
CCCCCc1c(-c2cccc(OC)c2)ncn1CCc1ccccc1OC
→ 9, 20
CCCc1nc2c3ccccc3ccn2c1Cc1ccccc1C(F)(F)F
→ 14, 22
O=C1NC[C@H](Cc2ccccc2)N(C[C@@H]2CCCN2C[C@H](Cc2ccc(O)cc2)N2C[C@H](Cc3ccccc3)N(CCc3ccccc3)C(=O)C2=O)C1=O
→ 0, -8
Cc1noc(C)c1NC(=O)N(C)C[C@@H]1OCc2cnnn2CCCC(=O)N([C@@H](C)CO)C[C@H]1C
→ -1, -4
c1ccc(-c2ccc3nncn3c2)cc1
→ -3, -3
COc1cccc(C(NC(C)=O)c2nc(-c3csc4ccccc34)cs2)c1 (stereo not given)
→ 3, 5
C[C@@H]1CN([C@@H](C)CO)C(=O)CCCn2nncc2CO[C@H]1CN(C)C(=O)C1CCCCC1
→ 4, -3
c1ccc2c(c1)Sc1cnccc1N2CC1CO1 (stereo not given)
→ 3, 6
O=C(OCc1cn([C@H]2C[C@H](c3ccc(Cl)cc3)N(Cc3cccs3)C[C@@H]2O)nn1)c1ccccc1
→ 2, 10
CC(=O)Nc1ccc(-c2ccnc3c2CC(C)(C(=O)NCc2ccncc2)O3)cc1 (stereo not given)
→ -2, 2

Other compounds
Each structure is followed by: CXCR6 inh, EBI2 antag
CC1(c2cccc(Br)c2)NC(=O)N(CC(=O)NCCC2=CCCCC2)C1=O (stereo not given)
→ -5, -2
O=C1NC[C@@H](CCCCN2CCN(Cc3ccccc3)C(=O)C2=O)N(Cc2ccccc2)C1=O
→ 2, -2
O=C1OCCOC2CCCc3oc(-c4ccccc4)c1c32 (stereo not given)
→ -9, -7
CCOC(=O)C1=CCC(c2ccc(C#N)cc2)N(S(=O)(=O)c2ccc(C)cc2)C1 (stereo not given)
→ 4, 8
C[C@H](CO)N1C[C@H](C)[C@@H](CN(C)C(=O)NC2CCCCC2)Oc2ncc(Br)cc2C1=O
→ -2, -5
COc1ccc(C(NC(=O)C2CCN(CCOc3ccc(Cl)cc3Cl)CC2)c2ccccn2)cc1 (stereo not given)
→ 5, 9
COc1ccc(S(=O)(=O)N2CCC(C(=O)NCCC(=O)Nc3ccccc3OC)CC2)cc1
→ -4, 0
CCOC(=O)C1(C)CCN1C(=O)c1ccc(OC)c(OC)c1 (stereo not given)
→ -2, -3
Cc1ccccc1C(C)(O)c1cnc(C)n1Cc1ccccc1 (stereo not given)
→ 1, 3
CC1CCc2sc(C(=O)NN=C3CCCC3)cc2C1 (stereo not given)
→ 9, -5
